From PubChem BioAssay
BLM inh: qHTS Assay for Inhibitors of Bloom's syndrome helicase (BLM). RecQ-like DNA helicase BLM (Homo sapiens), P54132. recombinant BLM DNA unwinding, fluorescence dequenching. Potency, µM (titrated, usually from 56.1 µM), for the others: at the top dose activity change, negative = inhibition, hits mostly inhibitors. 0.2% of 350,000 active. AID 2528, 2010;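 note: potency is the fitted concentration of half-maximal effect; plate controls were vehicle for no effect and no enzyme for full effect; nearly all actives have a fitted effect of over 35% in size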
Pol iota inh: qHTS for Inhibitors of Polymerase Iota | DNA polymerase iota (Homo sapiens), Q9UNA4 | Pol iota fluorescent replication assay, 10 min | Potency, µM (titrated, usually from 115 µM), for inactives: at the highest dose activity, negative = inhibition, actives largely listed as inhibitors | 1% of 390,000 active; note: potency is the fitted concentration of half-maximal effect
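Pol iota at 10 nM preincubated 15 min with compounds at room temperature; reaction started with fluorescent substrate, 50 nM final. Fluorescence read kinetically at 0 and 10 min; buffer-only wells as negative control.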
Tb PGK inh: qHTS Assay to Find Inhibitors of Phosphoglycerate Kinase; Phosphoglycerate kinase, glycosomal (Trypanosoma brucei brucei), P07378; PGK/GAPDH coupled, Kinase-Glo luminescence, 60 min; Potency, µM (doses to about 57.5 µM), for the others: top-dose activity change, negative = inhibition, actives largely listed as inhibitors; 0.043% of 380,000 active; note: potency is the fitted concentration of half-maximal effect; % is set by controls: 0 for no effect and ±100 for the full control effect; nearly all actives have a fitted effect of over 60% in size
Target sequence (P07378 whole entry, looked up): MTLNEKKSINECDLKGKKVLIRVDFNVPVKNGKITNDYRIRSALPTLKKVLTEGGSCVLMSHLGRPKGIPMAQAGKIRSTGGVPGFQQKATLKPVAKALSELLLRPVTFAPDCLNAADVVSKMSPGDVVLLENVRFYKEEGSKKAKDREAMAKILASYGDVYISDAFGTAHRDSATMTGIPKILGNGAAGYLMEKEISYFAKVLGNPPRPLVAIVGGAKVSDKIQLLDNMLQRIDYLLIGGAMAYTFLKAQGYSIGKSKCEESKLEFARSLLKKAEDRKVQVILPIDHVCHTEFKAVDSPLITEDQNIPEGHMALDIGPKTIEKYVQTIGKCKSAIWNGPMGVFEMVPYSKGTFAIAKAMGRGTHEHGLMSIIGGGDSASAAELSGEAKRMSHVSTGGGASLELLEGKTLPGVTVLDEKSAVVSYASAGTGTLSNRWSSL
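Luminescent ATP detection (Kinase-Glo Plus) follows a 60-minute room-temperature incubation, with wells lacking PGK as controls. Buffer: 100 mM TEA (pH 7.6), 5 mM MgCl2, 0.01% Tween-20. Coupling enzyme GAPDH (100 nM final) supplies unstable 1,3-BPG in-well.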
RXFP1 antagonist: qHTS Assay for Antagonists of the Relaxin Receptor RXFP1; Relaxin receptor 1 (Homo sapiens), Q9HBX9; activity change, negative = inhibition, % at 57.5 µM; 0.59% of 350,000 active; HEK293-RXFP1, relaxin-stimulated cAMP HTRF, 30 min; stronger effect = lower value;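 active = activity change of -60% or lower, but not beyond a set lower limit; inconclusive = change between -60% and -40%, or beyond the set limit; inactive = change above -40%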; note: % is set by controls: 0 for no effect and ±100 for the full control effect
POLH inh: qHTS for Inhibitors of Polymerase Eta; Potency, µM (highest dose often 114 µM), for the others: top-dose activity change, negative = inhibition, actives largely listed as inhibitors; 1.2% of 390,000 active; DNA polymerase eta (Homo sapiens), Q9Y253; recombinant Pol eta, fluorescent DNA replication assay; AID 588591, 2011; note: potency is the fitted concentration of half-maximal effect; % is set by controls: 0 for no effect and ±100 for the full control effect
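Fluorescent replication assay: 50 nM final substrate added after a 15 min room-temperature compound preincubation with 10 nM enzyme. Signal taken at 0 min and again at 10 min.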
POLK inh: qHTS for Inhibitors of Polymerase Kappa | purified Pol kappa, fluorescent DNA synthesis assay, 10 min | 0.53% of 400,000 active | Potency, µM (series often up to 107 µM), inactives show top-dose activity, negative = inhibition, hits mostly inhibitors; note: potency is the fitted concentration of half-maximal effect; % is set by controls: 0 for no effect and ±100 for the full control effect
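Readout: fluorescence, taken kinetically at 0 and 10 min. Conditions: 10 nM Pol kappa, 15 min RT compound preincubation, 50 nM substrate final. Controls: enzyme-free buffer wells.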
Pol beta inh: qHTS Assay for Inhibitors of DNA Polymerase Beta; P06746; Pol beta primer extension/strand displacement, fluorescence kinetic; Potency, µM (series often up to 114 µM), for inactives: top-dose activity change, negative = inhibition, actives largely listed as inhibitors; 1.3% of 340,000 active; AID 485314, 2010; note: potency is the fitted concentration of half-maximal effect; % is set by controls: 0 for no effect and ±100 for the full control effect
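Enzyme-only controls used 10 nM Pol beta; buffer lacking enzyme served as negative control. Compound preincubated 15 min, then 50 nM substrate added; 0 and 10 min reads at room temperature.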
APEX1 inh: qHTS Assay for Inhibitors of the Human Apurinic/apyrimidinic Endonuclease 1 (APE1); DNA repair nuclease/redox regulator APEX1 (Homo sapiens), P27695; 0.35% of 350,000 active; AID 2517, 2012; recombinant APE1, TAMRA/BHQ-2 abasic DNA cleavage fluorescence; Potency, µM (highest dose often 65.8 µM), for inactives: at the highest dose activity change, negative = inhibition, hits mostly inhibitors;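 note: potency is the fitted concentration of half-maximal effect; plate controls were vehicle for no effect and reference inhibitor for full effect; nearly all actives have a fitted effect of over 55% in size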
Target sequence (P27695 whole entry, looked up): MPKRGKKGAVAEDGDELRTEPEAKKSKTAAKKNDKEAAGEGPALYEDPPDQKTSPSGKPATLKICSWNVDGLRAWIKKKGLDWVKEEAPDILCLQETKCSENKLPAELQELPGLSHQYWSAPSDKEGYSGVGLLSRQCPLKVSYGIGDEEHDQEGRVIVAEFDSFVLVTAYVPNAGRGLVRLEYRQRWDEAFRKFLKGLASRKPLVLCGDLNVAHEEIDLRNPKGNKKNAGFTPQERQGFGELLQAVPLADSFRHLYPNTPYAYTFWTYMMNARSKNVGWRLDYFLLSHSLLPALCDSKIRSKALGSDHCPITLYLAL
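Endonuclease cleavage of a quenched abasic-site DNA duplex (50 nM) by APE1 (0.75 nM) was tracked by TAMRA dequenching. Compounds were preincubated with enzyme 15 min at room temperature; data normalized to buffer-only and DMSO wells plus NSC13755 control.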
Apoferritin bind: qHTS Assay for Identification of Novel General Anesthetics; Potency, µM (titrated, usually from 77.5 µM), without a hit: at the top dose activity change, negative = displacement, actives largely listed as inhibitors; apoferritin/1-aminoanthracene competitive binding, fluorescence; 0.074% of 350,000 active; Ferritin light chain (Equus caballus), P02791; note: potency is the fitted concentration of half-maximal effect; % is set by controls: 0 for no effect and ±100 for the full control effect; nearly all actives have a fitted effect of over 20% in size
Target sequence (P02791 2-175 limits assumed): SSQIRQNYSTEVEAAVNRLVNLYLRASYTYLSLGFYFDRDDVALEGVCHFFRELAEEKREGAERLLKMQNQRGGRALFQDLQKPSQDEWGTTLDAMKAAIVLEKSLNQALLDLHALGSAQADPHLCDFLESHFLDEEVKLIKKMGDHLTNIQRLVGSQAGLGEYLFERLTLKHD
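Probe: 1-aminoanthracene (50% saturated, PBS). Protein: horse-spleen apoferritin, 10 uM. Incubation: 10 min, room temperature. Detection: 380 nm excitation, 535 nm emission. Analysis: normalized response, four-parameter Hill.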
An asterisk follows results filed as active; i = inactive; u = inconclusive; x = no result given; & = joins results of further samples; [ ] = another dose, or the depositor's remark. Unless noted, calls come from the whole dose curve; as a rule, active = well fitted curve in the direction sought with a large enough effect; inconclusive = small, poorly fitted or top-dose-only effect, or another doubt; inactive = no such curve, though single readings can be large; an effect the other way counts as inactive or inconclusive. This is a subset; rates above refer to the full screens.

SMILES	BLM inh	Pol iota inh	Tb PGK inh	RXFP1 antagonist	POLH inh	POLK inh	Pol beta inh	APEX1 inh	Apoferritin bind
CCOC(=O)CNC(=O)CN1CCC(c2nc3ccccc3[nH]2)CC1	-7%	5%	-2%	8	-5%	-10%	-22%	-13%	-4%
O=C(COC(=O)c1n[nH]c(=O)c2ccccc12)Nc1ccccc1	x	23%	-7%	0	-2%	-9%	x	-8%	x
CN(C)CCN1C(=O)c2cccc3cc([N+](=O)[O-])cc(c23)C1=O	x	79µM*	-1%	-11	u	u	x	x	x
Cc1ccc(C(=O)NCCc2sc(C)nc2C)cc1	0%	12%	-14%	7	1%	-20%	1%	10%	13%
COc1ccc(C2CC(c3ccccc3)=NN2C(=O)COC(=O)c2nc3nccc(C)n3n2)cc1 (stereo not given)	-3%	15%	8%	-1	-8%	-2%	-2%	3%	u
CCOc1nnc(C)c2c(C)n(-c3cccc(Cl)c3)nc12	0%	10%	1%	-6	-13%	-3%	4%	u	-12%
CC1CCc2c(sc3nc(-c4cc5cc(Br)ccc5oc4=O)[nH]c(=O)c23)C1 (stereo not given)	-7%	-4%	-11%	5	-15%	-18%	-17%	x	34%[activator]
CC(=O)Nc1ccc(C(=O)N/N=C/c2cccnc2)cc1	3%	-12%	-3%	-7	13%	-6%[60.1 µM]	-12%	4%	-10%
Cn1c(SCC(=O)c2ccc3c(c2)OCO3)nnc1-c1ccccn1	4%	3%	5%	-14	u	-1%	25%	-2%	-16%
CC(C)n1nnnc1SCC(=O)Nc1ccccc1N1CCOCC1	-5%	72%[activator]	1%	7	-13%	-21%	4%	-2%	-9%
CCSc1nc(-c2cccnc2)ccc1C#N	5%	12%	-5%	8	-11%	7%	-24%	-1%	-8%
CCOC(=O)c1ccc(CNC(=O)C2CCC(=O)N(Cc3cccc(OC)c3)C2)o1 (stereo not given)	-1%	19%	-9%	-17	-10%	2%	-17%	17%	-8%
CCOC(=O)COn1c(=O)c(-c2ccc(OCC)cc2)[n+]([O-])c2ccccc21	-6%	-27%	x	11	6%	-7%	-18%	36%	0%
COc1ccc(-c2ccc3oc(-c4ccc(OC)cc4)c(C#CC4(O)CCCCC4)c3c2)cc1	x	u	-3%	x	-16%	-5%	x	x	x
Cc1ccc(N(Cc2cccs2)C(=O)COc2cccc(C)c2)cc1	-11%	16%	1%	x	-14%	-8%	-24%	x	5%
CCCCc1c(O)cc(C)[nH]c1=O	-6%	32%[activator]	i	-5	-10%	6%	-22%	52%[activator]	19%
Cc1ccc(N2CC(NC(=O)c3ccccc3Br)CC2=O)cc1 (stereo not given)	0%	15%	i	-8	1%	-4%[60.1 µM]	-1%	x	-6%
CCOC(=O)c1oc2ccc(S(=O)(=O)n3nc(-c4cc(OC)c(OC)c(OC)c4)cc3N)cc2c1C	-13%&-10%	16%&10%	-1%	4	-19%&-19%	-1%&-19%	-6%&1%	-7%	u
O=C1CN(C(=O)COc2ccc(Cl)cc2Cl)C(c2ccc(F)cc2)c2cc(F)ccc2N1 (stereo not given)	-14%	u	4%	-22	-11%	-18%	-4%	x	0%
CC(C)(C)c1ccc(S(=O)(=O)N2CCCCC2C(=O)NCc2ccccn2)cc1 (stereo not given)	1%	-16%	i	2	-11%	0%	2%	-9%	u

12 compounds from above, sorted by molecular weight, ascending:
SMILES	BLM inh	Pol iota inh	Tb PGK inh	RXFP1 antagonist	POLH inh	POLK inh	Pol beta inh	APEX1 inh	Apoferritin bind
CCCCc1c(O)cc(C)[nH]c1=O	-6%	32%[activator]	i	-5	-10%	6%	-22%	52%[activator]	19%
CCSc1nc(-c2cccnc2)ccc1C#N	5%	12%	-5%	8	-11%	7%	-24%	-1%	-8%
Cc1ccc(C(=O)NCCc2sc(C)nc2C)cc1	0%	12%	-14%	7	1%	-20%	1%	10%	13%
CCOc1nnc(C)c2c(C)n(-c3cccc(Cl)c3)nc12	0%	10%	1%	-6	-13%	-3%	4%	u	-12%
O=C(COC(=O)c1n[nH]c(=O)c2ccccc12)Nc1ccccc1	x	23%	-7%	0	-2%	-9%	x	-8%	x
Cc1ccc(N2CC(NC(=O)c3ccccc3Br)CC2=O)cc1 (stereo not given)	0%	15%	i	-8	1%	-4%[60.1 µM]	-1%	x	-6%
CCOC(=O)c1ccc(CNC(=O)C2CCC(=O)N(Cc3cccc(OC)c3)C2)o1 (stereo not given)	-1%	19%	-9%	-17	-10%	2%	-17%	17%	-8%
CC1CCc2c(sc3nc(-c4cc5cc(Br)ccc5oc4=O)[nH]c(=O)c23)C1 (stereo not given)	-7%	-4%	-11%	5	-15%	-18%	-17%	x	34%[activator]
COc1ccc(-c2ccc3oc(-c4ccc(OC)cc4)c(C#CC4(O)CCCCC4)c3c2)cc1	x	u	-3%	x	-16%	-5%	x	x	x
COc1ccc(C2CC(c3ccccc3)=NN2C(=O)COC(=O)c2nc3nccc(C)n3n2)cc1 (stereo not given)	-3%	15%	8%	-1	-8%	-2%	-2%	3%	u
O=C1CN(C(=O)COc2ccc(Cl)cc2Cl)C(c2ccc(F)cc2)c2cc(F)ccc2N1 (stereo not given)	-14%	u	4%	-22	-11%	-18%	-4%	x	0%
CCOC(=O)c1oc2ccc(S(=O)(=O)n3nc(-c4cc(OC)c(OC)c(OC)c4)cc3N)cc2c1C	-13%&-10%	16%&10%	-1%	4	-19%&-19%	-1%&-19%	-6%&1%	-7%	u

More records:
SMILES	BLM inh	Pol iota inh	Tb PGK inh	RXFP1 antagonist	POLH inh	POLK inh	Pol beta inh	APEX1 inh	Apoferritin bind
Cc1ccc2c(c1)NC(=O)C(CC(=O)NCCN(C)C)O2 (stereo not given)	2%	-10%	-1%	3	-9%	4%	15%	-1%	-5%
COC(=O)C1CSC(C(=O)OC)N1C(=O)Nc1ccc(Cl)c(Cl)c1 (stereo not given)	1%	2%	i	-8	-20%	-7%	-4%	15%	u
CC(C)(C)c1ccc(-c2ncccc2O)cc1	-3%	u	-10%	-1	-17%	-6%	-18%	-4%	u
CC(=O)N1CCc2nc3sc(C(=O)c4ccc(F)cc4)c(N)c3c(C(F)(F)F)c2C1	-6%	-19%	12%	-10	-14%	-23%	-1%	x	-19%
O=C(COC(=O)c1ccc([N+](=O)[O-])cc1)NC1CCCC1	1%	-21%	i	-1	-5%	1%[60.1 µM]	32%	-14%	-4%
O=C(CN(C(=O)c1nsc(Cl)c1Cl)c1cccc(F)c1)NC1CCCC1	0%	98%[activator]	9%	2	-11%	-1%	47%	3%	-10%
Nc1cc(C(F)(F)F)ccc1C(=O)O	4%	x	x	x	x	x	5%	0%	-7%
Cc1ccc(-c2nnc3c4ccccc4c(C)nn23)cc1NC(=O)c1ccccc1Cl	-12%	18%	i	4	-24%	1%	u	x	-2%
COc1cc(/C=N\NC(=O)CN2CCOCC2)ccc1OCC(=O)Nc1ccc(C)c(C)c1	-1%	-6%	6%	11	3%	-11%	16%	3%	-14%
Cc1noc(C)c1S(=O)(=O)Nc1ccc2c(c1)C(=O)N([C@H](C)CO)C[C@H](C)[C@@H](CN(C)C(=O)NC1CCCCC1)O2	x	u	6%	x	-10%	-14%	x	-4%	x
COc1ccc(/C=N/Nc2nc(-c3ccc(Cl)cc3)cc(C(F)(F)F)n2)c(OC)c1	4%	-8%	i	-15	-16%	1%	23%	4%	-11%
Cc1ccsc1C=Nc1ccc(O)cc1	u	13µM*	u	-7	14µM*	89µM*	u	u	u
O=C(CSc1nc2ccccc2s1)NCc1ccc2c(c1)OCO2	2%	1%	-8%	x	-14%	4%	-17%	2%	-1%
COc1cccc(Nc2ncc(C#N)c(N)n2)c1	0%	-7%	i	2	-18%	8%	4%	2%	-3%
COc1ccc(NC(=S)NC(=O)c2ccc(Br)o2)cc1	-6%	29%	-4%	3	-22%	3%	4%	11%	-16%
CC(=O)c1cc2c(cc1NC(=O)C1CCC1)OCO2	4%	90%[activator]	i	-6	-17%	3%	-18%	7%	-5%
O=C(c1ccoc1)N1CCC2(CC1)Oc1ccc(F)cc1C(=O)C21CC(c2ccc(Cl)cc2)=NO1 (stereo not given)	-11%	0%	i	x	-10%	11%	4%	0%	-21%
CN(CCC#N)C(=O)c1cc2c(Cl)nc3ccccc3c2s1	3%	144%[activator]	i	-15	-7%	6%	20%	-7%	-2%
COc1ccc(C2=NN(C(=O)c3ccccc3)C(c3ccccc3)C2)c(O)c1 (stereo not given)	-5%	u	-10%	-15	u	u	55%	0%	-11%
O=C(O)CC/C(=N/NC(=O)CNC(=O)Cc1ccc(Cl)cc1)c1ccccc1	-1%	19%	4%	-1	-12%	-4%	5%	8%	-23%
O=C(c1ccc(C#CC2(O)CCCCC2)cc1)N1CCN(Cc2ccccc2)CC1	-8%	7%	-4%	-21	-21%	-13%	1%	0%	u
CC(=O)c1ccc(N2CCN(C(=O)Nc3ccc(C(C)C)cc3)CC2)cc1	-11%&-4%	98%&3%[activator]	-6%	-16&-30	-24%	-2%&0%	-2%&-12%	-8%	u
CC(=O)c1ccc(N2CCN(c3ccccc3O)CC2)c([N+](=O)[O-])c1	-6%	64%[activator]	i	-15	-16%	-1%	-9%	17%	-8%
